TAAR1 agonist: agonists of human TAAR1; Q96RJ0; actives 0.99% (n = 360,000); activation, % at 3 µM; CHO RD-HGA16 TAAR1, Fluo-8 calcium fluorescence; vehicle wells 0%, saturating PEA agonist 100%;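 active = activation above the mean activation of all test compounds in the run plus 3 SD, cut at about 38% in these data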
Target sequence (Q96RJ0 whole entry, looked up): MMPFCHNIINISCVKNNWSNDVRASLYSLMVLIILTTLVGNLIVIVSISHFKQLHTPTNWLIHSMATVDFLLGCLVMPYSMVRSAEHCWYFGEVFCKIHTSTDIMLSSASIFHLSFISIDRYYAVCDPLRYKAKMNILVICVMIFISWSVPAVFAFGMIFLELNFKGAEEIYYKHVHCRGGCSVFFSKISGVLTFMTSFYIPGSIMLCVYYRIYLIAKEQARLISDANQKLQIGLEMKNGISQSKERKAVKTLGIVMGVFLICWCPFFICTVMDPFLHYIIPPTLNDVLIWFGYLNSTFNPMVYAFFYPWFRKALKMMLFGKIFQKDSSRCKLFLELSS
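test system = CHO RD-HGA16 cells carrying human TAAR1 plus Gα16 | schedule = 17-24 h seeding, 75 min 37 °C dye, 30 min RT | compound dosing = 3 µM single concentration | control set = DMSO and PEA EC100 | replicates = n 1 | signal = Fluo-8 fluorescence, 5 s baseline then 140 s kinetic read | measure = percent activation vs PEA EC100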
CHRM4 PAM: CHRM4 positive allosteric modulation; activation, % at 3 µM; CHO-K1 hM4/Gqi5, Fluo-8 calcium fluorescence, ACh EC20; 0% = ACh EC20, 100% = maximal ACh; actives 0.4% (n = 360,000);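 active = activation above its plate's cutoff, the mean activation of sample wells plus 3 SD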; also: some results filed as inactive read as strong as hits
Target sequence (P08173 whole entry, looked up): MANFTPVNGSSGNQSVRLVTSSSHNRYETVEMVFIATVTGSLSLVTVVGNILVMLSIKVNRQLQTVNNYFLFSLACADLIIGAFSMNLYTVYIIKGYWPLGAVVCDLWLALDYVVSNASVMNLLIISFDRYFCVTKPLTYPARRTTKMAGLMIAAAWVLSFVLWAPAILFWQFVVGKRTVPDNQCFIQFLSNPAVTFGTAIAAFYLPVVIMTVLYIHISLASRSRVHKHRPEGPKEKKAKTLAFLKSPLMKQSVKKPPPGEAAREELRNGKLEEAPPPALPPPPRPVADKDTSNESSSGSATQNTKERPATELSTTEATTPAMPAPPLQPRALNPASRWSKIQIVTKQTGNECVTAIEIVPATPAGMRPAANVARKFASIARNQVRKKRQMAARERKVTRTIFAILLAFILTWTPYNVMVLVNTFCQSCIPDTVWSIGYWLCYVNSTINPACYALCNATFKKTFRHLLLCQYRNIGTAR
M5 antag: CHRM5 antagonism in calcium assay; CHO-hM5 cells, Fluo-8 calcium fluorescence, ACh EC80; AID 624040; actives 0.59% (n = 360,000); P08912; inhibition, % at 3 µM;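 active = inhibition above a per-plate cutoff, the mean of that plate's test compounds plus 3 SD, cut at about 27% in these data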;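 also: 0% = acetylcholine EC80 with DMSO and 100% = DMSO without agonist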
CRFBP-R2 block: blocks CRF-induced signaling of the CRF-BP/CRF-R2 complex. actives 0.59% (n = 350,000). HEK293 CRF-R2/CRF-BP, CRF-induced calcium fluorescence. inhibition, % at 11.8 µM. AID 588475;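 active = inhibition of the ligand-induced calcium signal above about 50% at the single tested concentration, limit read from the data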
M5 ag: agonists of human muscarinic M5 receptor (CHRM5) | CHO-K1 hM5 cells, Fluo-8 calcium fluorescence; 0% DMSO wells, 100% maximal acetylcholine response | activation, % at 3 µM | actives 0.19% (n = 360,000) | AID 624037;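 active = activation above the run's mean over test compounds plus 3 SD, cut at about 23% in these data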;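 also: signal is peak over basal fluorescence ratio across the kinetic read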
TAAR1 antag: antagonists of human TAAR1 | inhibition, % at 3 µM | Q96RJ0 | CHO RD-HGA16 TAAR1, Fluo-8 calcium fluorescence, antagonist | actives 1.5% (n = 360,000);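 active = inhibition above a per-plate cutoff, the mean inhibition of test compounds on that plate plus 3 SD, cut at about 49% in these data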;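 also: 0% = DMSO plus EC80 beta-PEA response and 100% = DMSO alone without agonist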
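Test system: CHO RD-HGA16 cells bearing hTAAR1 | Reagent: β-PEA, EC80 | Compound dosing: 3 µM, single point | Schedule: Dye loading 75 min at 37 °C, then 30 min room temperature | Signal: Calcium fluorescence with Fluo-8 | Evaluation: Percent inhibition of PEA-evoked calcium signal, max/basal emission ratio | Control set: DMSO-only wells and EC80 β-PEA-stimulated wells | Repeats: Singlicate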
M5 PAM: positive allosteric modulators of human muscarinic M5 receptor. P08912. CHO-K1 hM5, Fluo-8 calcium, ACh EC20 PAM; 0% = ACh EC20, 100% = ACh EC100. activation, % at 3 µM. actives 0.3% (n = 360,000);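 active = activation above the run cutoff, the mean activation of all test compounds plus 3 SD, cut at about 18% in these data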
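Test system: CHO-K1 hM5 cells / Doses: single-point, 3 µM nominal / Times: Post-acetylcholine fluorescence recording 140 s / Technique: Fluo-8 calcium fluorescence / Measure: Max/basal fluorescence ratio as % of EC20–EC100 ACh window / Benchmarks: low control EC20 acetylcholine (0%), high control EC100 acetylcholine (100%) / Replicates: one well per compound, no replicates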
CRFBP-R2 agonist: agonists of human CRF-binding protein/CRF-R2 receptor complex. HEK293 CRF-R2/CRF-BP, calcium dye fluorescence (FLIPR); percent of saturating CRF peptide response. activation, % at 13.2 µM. actives 0.46% (n = 350,000);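 active = activation of at least 50%, plus an integration ratio under a set limit after plate pattern correction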;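 also: plate controls were neutral control wells without compound for no effect and CRF at EC100 for full effect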
M1 PAM parental: counter-screen for M1 PAMs: effect in parental CHO-K1 cells; ATP EC20, Fluo-8 calcium fluorescence; 0% at ATP EC20, 100% at ATP max; AID 602247; activation, % at 3 µM; actives 0.02% (n = 360,000);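 active = activation above the run cutoff, the mean activation of all test compounds plus 3 SD, cut at about 40% in these data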;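 also: peak over basal fluorescence ratio in a 140 s read after ATP addition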
The depositor's hits bear a star; / = no result given.

Short forms: A = TAAR1 agonist; B = CHRM4 PAM; C = M5 antag; D = CRFBP-R2 block; E = M5 ag; F = TAAR1 antag; G = M5 PAM; H = CRFBP-R2 agonist; I = M1 PAM parental
CC(=O)N1CCN(Cc2nc3cc(NC(=O)Nc4ccccc4)ccc3n2C)CC1
  A: 2 | B: -15 | C: 18 | D: 13 | E: 6 | F: -16 | G: -19 | H: 2.7 | I: 7
COc1cc(Nc2nc(SCC#N)nc3ccccc23)cc(OC)c1OC
  A: 11 | B: 5 | C: 0 | D: 3 | E: -1 | F: 12 | G: -3 | H: 0.4 | I: 7
Cc1noc(C)c1S(=O)(=O)Nc1ccc(C(=O)Nc2ccc(OC(F)(F)F)cc2)cc1
  A: 1 | B: -3 | C: 16 | D: 17 | E: -7 | F: -1 | G: -5 | H: -1.6 | I: 8
CCN1C(=S)N[C@@H](c2ccccc2)C(C(=O)OC)=C1C
  A: 3 | B: 3 | C: 12 | D: 3 | E: -7 | F: -4 | G: -5 | H: -0.3 | I: 8
COc1ccc(NC(=O)Cc2c(Sc3ccccc3)c3ccccc3n2C)cc1
  A: 1 | B: -4 | C: -1 | D: 25 | E: -1 | F: 2 | G: -4 | H: 10 | I: 8
COc1cccc(OCCNC(=O)c2ccc(C)cc2)c1
  A: 2 | B: 7 | C: -3 | D: 4 | E: -4 | F: 0 | G: -1 | H: -1.9 | I: 0
N/C(=N\S(=O)(=O)c1cc(C(F)(F)F)cc(C(F)(F)F)c1)c1ccc(Cl)cc1
  A: 1 | B: -22 | C: 11 | D: 6 | E: 1 | F: 32 | G: -18 | H: 7.6 | I: 9
COc1ccc(C(=O)CCC(=O)N2CCN(c3cc(C)ccc3C)CC2)cc1
  A: -3 | B: 2 | C: -4 | D: 7 | E: 0 | F: -9 | G: 0 | H: -0.7 | I: 6
Cc1nn(C)c(C)c1S(=O)(=O)N1CCC(C(=O)NC2CCCc3ccccc32)CC1 (stereo not drawn)
  A: 0 | B: 1 | C: 1 | D: -10 | E: 1 | F: -3 | G: -7 | H: 0.9 | I: 5
CCOc1ccccc1NC(=O)N1CCCN(c2ncccc2C#N)CC1
  A: 0 | B: -5 | C: 17 | D: 7 | E: 0 | F: -3 | G: -5 | H: -2.4 | I: 0
CC(=O)NCCc1ccc(S(=O)(=O)Nc2ccc(C)c(S(=O)(=O)N3CCOCC3)c2)cc1
  A: 0 | B: -4 | C: 11 | D: 16 | E: -6 | F: 1 | G: 1 | H: 4.7 | I: 11
CSc1ccc(CNC(=O)CCn2ccc3cc(S(=O)(=O)N4CCCC4)ccc32)cc1
  A: -2 | B: 1 | C: 1 | D: -5 | E: 1 | F: -13 | G: 3 | H: 0.4 | I: 22
Cc1nc(N2CCN(C)CC2)c2sc(=S)n(C)c2n1
  A: / | B: 8 | C: 0 | D: 3 | E: 0 | F: / | G: 2 | H: -0.5 | I: 7
O=C(NCC1CCCN1S(=O)(=O)c1cccs1)c1ccccc1 (stereo not drawn)
  A: 0 | B: 1 | C: -2 | D: -4 | E: 1 | F: -2 | G: 3 | H: -0.8 | I: 11
O=[N+]([O-])c1cccc(OCC(O)CN2CCN(S(=O)(=O)c3cc(Cl)ccc3Cl)CC2)c1 (stereo not drawn)
  A: 2 | B: -12 | C: 17 | D: -4 | E: 0 | F: 28 | G: -10 | H: 1.1 | I: 6
Cc1cccc(/C=C/c2nc3ccccc3c(=O)[nH]2)c1
  A: 1 | B: 0 | C: -9 | D: -26 | E: 0 | F: 2 | G: -10 | H: -1.2 | I: 1
CCOc1nc(Nc2ccc(OC)c(Cl)c2)nc(N2CCN(c3ccc(OC)cc3)CC2)n1
  A: 7 | B: -1 | C: -1 | D: -30 | E: -3 | F: 15 | G: -5 | H: -0.5 | I: 7
COc1ccc(S(=O)(=O)Nc2ccc3c(c2)N(C(C)=O)CCC3)cc1OC
  A: 3 | B: 13 | C: -2 | D: -11 | E: -2 | F: -7 | G: -6 | H: 4.7 | I: -3
CC1CC1c1ccc(/C=C(\C#N)C(=O)Nc2cccc(Cl)c2Cl)o1 (stereo not drawn)
  A: 8 | B: 3 | C: 3 | D: -75 | E: 0 | F: -7 | G: -2 | H: 59* | I: 3
Cc1ccc(S(=O)(=O)N2CCN(C(=O)COC(=O)c3cc([N+](=O)[O-])ccc3NCCO)CC2)c(C)c1
  A: 4 | B: -5 | C: 8 | D: -3 | E: -5 | F: 27 | G: 4 | H: 1.2 | I: 2
O=S(CC(O)COCc1ccc(Cl)cc1)c1ccccn1 (stereo not drawn)
  A: 11 | B: 18 | C: 3 | D: -6 | E: -4 | F: -4 | G: 1 | H: 0.4 | I: 14
COc1ccc(OC)c(C2CC(=O)N3CN(c4cccc(Cl)c4)CSC3=C2C#N)c1 (stereo not drawn)
  A: -1 | B: 4 | C: 2 | D: 33 | E: 1 | F: 21 | G: 2 | H: -7.2 | I: 11
Cn1cccc1/C=C1/SC(=O)N(CC(=O)N2CCCC2)C1=O
  A: 2 | B: -1 | C: 1 | D: 1 | E: -2 | F: -17 | G: -1 | H: 6.7 | I: 3
CCN(CC(=O)Nc1cccc(F)c1)CC(=O)Nc1ccc2c(c1)OCCO2
  A: 3 | B: 5 | C: 5 | D: -7 | E: 0 | F: -14 | G: -2 | H: 5.9 | I: -13
COc1ccc(-n2nnnc2SCC(=O)Nc2nnn(C)n2)cc1
  A: 10 | B: 3 | C: 5 | D: -7 | E: -1 | F: 13 | G: -6 | H: -0.5 | I: -11
Cn1cnc(S(=O)(=O)N2CCN(c3ccccc3)CC2)c1
  A: 0 | B: -1 | C: 9 | D: -2 | E: -2 | F: -3 | G: -5 | H: -0.3 | I: 2
CCOC(=O)c1ccc(CNC(=O)CSc2nc(NC(=O)c3ccccc3)c3c(C)c(C)oc3n2)cc1
  A: 7 | B: 2 | C: 2 | D: -26 | E: -1 | F: 4 | G: 1 | H: 1.4 | I: 17
O=C(NCCCc1ccccc1)C(=O)NCC1OCCN1S(=O)(=O)c1ccccc1 (stereo not drawn)
  A: 9 | B: 0 | C: 0 | D: -7 | E: 0 | F: -3 | G: -1 | H: -4.6 | I: 13
c1cnc2ccc3c(c2c1)COCO3
  A: 1 | B: 4 | C: 6 | D: -62 | E: 0 | F: -13 | G: 12 | H: -7.4 | I: 13
O=C(Nc1cc(C(F)(F)F)ccc1Cl)c1ccc(NC(=O)C(F)(F)F)cc1
  A: -2 | B: -8 | C: 17 | D: -2 | E: -3 | F: 12 | G: -17 | H: 1.8 | I: 2
C#CCOCCOCCOCCNc1nc(N2CCN(C(=O)C([C@@H](C)CC)n3cc(C(N)CO)nn3)CC2)nc(N2CCN(C(=O)[C@H](CCC(=O)O)n3cc(C(N)CC(C)C)nn3)CC2)n1 (stereo partly drawn)
  A: / | B: 10 | C: -4 | D: 2 | E: -1 | F: / | G: 6 | H: -0.5 | I: 10
COc1ccc(C[C@H]2CN3C(=NC[C@@H]3Cc3ccccc3)N2CCNC(=O)CCC2CCCCC2)cc1
  A: 23 | B: -2 | C: 2 | D: -13 | E: -8 | F: 9 | G: 7 | H: -1.1 | I: 18
CCn1c(C)cc(O)c(C(=O)Nc2cccc(Cl)c2)c1=O
  A: 4 | B: -4 | C: -3 | D: -5 | E: -2 | F: -28 | G: 6 | H: 0.8 | I: -15
C=CCSc1ccc(S(=O)(=O)N2CCN(C)CC2)cn1
  A: 0 | B: 0 | C: 11 | D: 3 | E: 0 | F: 9 | G: -4 | H: 0.6 | I: 0
CC(C)C1=CC(=NS(=O)(=O)c2cccc([N+](=O)[O-])c2)C=C(C(C)C)C1=O
  A: 2 | B: -2 | C: -2 | D: 3 | E: -4 | F: 5 | G: 3 | H: -3.1 | I: 27
O=C(NCCOc1ccccc1F)C1CCC(=O)N(CC2CCCCC2)C1 (stereo not drawn)
  A: 3 | B: 0 | C: -8 | D: -4 | E: 0 | F: -9 | G: 14 | H: 0.8 | I: 23
COC(=O)NNC(=O)COc1ccc(Br)c(C)c1
  A: 1 | B: -3 | C: -4 | D: 4 | E: 2 | F: -2 | G: -1 | H: -3.3 | I: 8
C=C(C)CSc1nc2ncccc2[nH]1
  A: 13 | B: 2 | C: -1 | D: -3 | E: -2 | F: -11 | G: -3 | H: 1.7 | I: 20
Cc1ccc(CN2CCN(CC(C)C)C(CCO)C2)s1 (stereo not drawn)
  A: 2 | B: -1 | C: -4 | D: -5 | E: -5 | F: -9 | G: -1 | H: 0.6 | I: 17
Cc1ccc(C(=O)NCCCNC(=O)COc2ccc(C)c(C)c2)cn1
  A: 0 | B: 2 | C: 8 | D: 2 | E: -1 | F: -3 | G: 3 | H: -0.8 | I: 0
Cc1ccccc1Cn1nnc(C(=O)Nc2ccc3c(c2)OCCO3)c1N
  A: 5 | B: -4 | C: 3 | D: 12 | E: 7 | F: 13 | G: 7 | H: 0.2 | I: 7
O=C(Cn1cccc1C(=O)c1ccccc1)NCCN1CCOCC1
  A: -1 | B: 12 | C: -1 | D: 32 | E: -2 | F: 3 | G: -2 | H: 3.0 | I: -7
Cc1ccc2c(c1)N=C(c1ccc(Cl)cc1)CO2
  A: 3 | B: 8 | C: 3 | D: 7 | E: -1 | F: 4 | G: 2 | H: 4.2 | I: 8
CCn1ccnc1CN1CCCCC1C(=O)Nc1ccc(Oc2cccnc2)cc1 (stereo not drawn)
  A: 1 | B: -8 | C: -4 | D: -36 | E: -7 | F: -14 | G: -4 | H: 2.6 | I: -6

By substructure, the entries above containing an aryl thioether with sulfur outside any ring (seven)
Short forms: A = TAAR1 agonist; B = CHRM4 PAM; C = M5 antag; D = CRFBP-R2 block; E = M5 ag; F = TAAR1 antag; G = M5 PAM; H = CRFBP-R2 agonist; I = M1 PAM parental
COc1cc(Nc2nc(SCC#N)nc3ccccc23)cc(OC)c1OC
  A: 11 | B: 5 | C: 0 | D: 3 | E: -1 | F: 12 | G: -3 | H: 0.4 | I: 7
COc1ccc(NC(=O)Cc2c(Sc3ccccc3)c3ccccc3n2C)cc1
  A: 1 | B: -4 | C: -1 | D: 25 | E: -1 | F: 2 | G: -4 | H: 10 | I: 8
CSc1ccc(CNC(=O)CCn2ccc3cc(S(=O)(=O)N4CCCC4)ccc32)cc1
  A: -2 | B: 1 | C: 1 | D: -5 | E: 1 | F: -13 | G: 3 | H: 0.4 | I: 22
COc1ccc(-n2nnnc2SCC(=O)Nc2nnn(C)n2)cc1
  A: 10 | B: 3 | C: 5 | D: -7 | E: -1 | F: 13 | G: -6 | H: -0.5 | I: -11
CCOC(=O)c1ccc(CNC(=O)CSc2nc(NC(=O)c3ccccc3)c3c(C)c(C)oc3n2)cc1
  A: 7 | B: 2 | C: 2 | D: -26 | E: -1 | F: 4 | G: 1 | H: 1.4 | I: 17
C=CCSc1ccc(S(=O)(=O)N2CCN(C)CC2)cn1
  A: 0 | B: 0 | C: 11 | D: 3 | E: 0 | F: 9 | G: -4 | H: 0.6 | I: 0
C=C(C)CSc1nc2ncccc2[nH]1
  A: 13 | B: 2 | C: -1 | D: -3 | E: -2 | F: -11 | G: -3 | H: 1.7 | I: 20
